# SW480 rerep – DNA re-replication induction in SW480 cells; SW480 DNA re-replication, Hoechst DNA content imaging, 48 h; Potency, µM (top dose mostly 46.1 µM), for inactives: at the highest dose re-replication activation, usual class: activators; hit rate 1.8% among 340,000; AID 624297; note: potency is the fitted concentration of half-maximal effect; % of control where 0% means no effect; nearly all actives have a fitted effect of over 55% in size
#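 Treated cells incubate 48 hr (37 C, 5% CO2), are stained 40 min with Hoechst, and nuclear fluorescence is enumerated; a rise in nuclei with high DNA signal marks re-replication.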
# ATXN viability – cell viability loss in ATXN counter-screen | S2 cells (HEK-293 line with an ATXN2-luciferase reporter) viability, CellTiter-Fluor protease fluorescence, 24 h | Potency, µM (series often up to 56.7 µM), usual class: cytotoxic | hit rate 0.49% among 400,000 | AID 651635; note: potency is the fitted concentration of half-maximal effect; nearly all actives have a fitted effect of over 40% in size
# KB-3-1 cytotox – kills parental KB-3-1 adenocarcinoma cells; Potency, µM (series often up to 46.1 µM), inactives show at the highest dose activity change, negative = cytotoxic, actives largely listed as cytotoxic; hit rate 1.4% among 400,000; KB-3-1 viability, CellTiter-Glo ATP luminescence, 72 h; note: potency is the fitted concentration of half-maximal effect; % is set by controls: 0 for no effect and ±100 for the full control effect; nearly all actives have a fitted effect of over 60% in size
#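 Parental KB-3-1 adenocarcinoma cells in phenol-red-free DMEM with 10% FBS were pin-treated with compounds at several concentrations, incubated 72 h at 37 °C, and viability read by CellTiter-Glo luminescence; concentration-effect curves were fitted after normalization.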
# HT1080NT lethal – kills 2HG-producing HT-1080-NT fibrosarcoma cells; HT-1080-NT fibrosarcoma viability, CellTiter-Glo ATP luminescence, 48 h; Potency, µM (titrated, usually from 46.1 µM), for inactives: at the top dose activity, negative = less viability, actives largely listed as cytotoxic; hit rate 1.6% among 360,000; AID 686970;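 note: NT is the 2HG producing partner of a matched IDH1 knockdown line; potency is the fitted concentration of half-maximal effect; 0% = DMSO-treated cells and -100% = media-only wells without cells; nearly all actives have a fitted effect of over 55% in size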
#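 Viability of the 2HG-overproducing fibrosarcoma line after 48 hours of compound exposure at 37 degrees C was determined by luminescence with CellTiter-Glo, and concentration-effect curves were then fitted and categorized.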
# ATXN2 expr inh – reduces ATXN2 reporter expression in HEK-293 cells. hit rate 0.72% among 360,000. Potency, µM (doses to about 57 µM), for the others: top-dose activity change, negative = inhibition, hits mostly inhibitors. HEK-293 ATXN2-luciferase reporter, luminescence, 24 h; note: potency is the fitted concentration of half-maximal effect; % is set by controls: 0 for no effect and ±100 for the full control effect; nearly all actives have a fitted effect of over 55% in size
#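 qHTS (up to 57 uM final) was run with 24 h compound exposure of reporter cells at 37 °C. Each well was multiplexed: SteadyGlo luminescence measured ATXN2-luciferase expression after a fluorogenic Gly-Phe-AFC viability readout (25 uM final).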
# HepG2 tox – counter-screen for TGF-b inhibitors: cytotoxicity in HepG2 cells; AID 588856; hit rate 0.76% among 410,000; HepG2 CAGA-GFP viability, ATP luminescence, 18 h; Potency, µM (series often up to 46.1 µM), for the others: top-dose activity change, negative = cytotoxicity, usual class: cytotoxic; note: potency is the fitted concentration of half-maximal effect; some results filed as inactive show a strong effect at the top dose
#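 CellTiter-Glo luminescence gave cytotoxicity after 18 hours at 37 degrees C. The cells were HepG2 CAGA-GFP in 1% FBS DMEM, stimulated with 500 pg/mL TGF-beta after compound addition. %Activity was normalised to no-cell wells (complete cell-killing) and DMSO (no toxicity), and curves were fitted and classified.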
# IL-1B inflam inh – inhibitors of inflammasome signaling (IL-1 beta secretion). activity change, % at 57.5 µM. hit rate 4.7% among 360,000. THP-1 LPS/ATP IL-1B secretion, AlphaLISA, 16 h; active compounds read low; in the data active = activity change below about -50%; inconclusive = mostly about -30% to -49%; note: % is set by controls: 0 for no effect and ±100 for the full control effect
#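 THP-1 cells pretreated 1 hr with compounds (up to 57.5 uM final), then stimulated with LPS (250 ng/mL final) plus ATP (1.25 mM final); secreted IL-1B measured by AlphaLISA after 16 hr, decreased signal indicating inhibition.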
# MCF10A rereplic – DNA re-replication induction in MCF 10a cells; MCF 10A DNA re-replication, Hoechst nuclear intensity, 48 h; Potency, µM (series often up to 46.1 µM), inactives show at the highest dose activity, positive = re-replication, hits mostly activators; hit rate 2.9% among 350,000; note: potency is the fitted concentration of half-maximal effect; % of control where 0% means no effect; nearly all actives have a fitted effect of over 50% in size
# HT1080 IDH1KD tx – kills HT-1080 cells with IDH1 knockdown; HT-1080 IDH1 knockdown viability, ATP luminescence, 48 h; Potency, µM (top dose mostly 46.1 µM), for inactives: top-dose activity, negative = toxicity, hits mostly cytotoxic; hit rate 2% among 360,000; AID 686971;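 note: potency is the fitted concentration of half-maximal effect; 0% = DMSO wells and -100% = cell-free medium wells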
#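 In this qHTS, HT-1080 cells depleted of IDH1 are exposed for 48 h at 37 °C to compound titrations. Toxicity is scored from CellTiter-Glo luminescence, with DMSO as full viability and medium alone as none.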
# Starred values were filed as active, the others as inactive; i = inactive; ? = inconclusive; / = not tested or not shown; & = joins results of further samples; [ ] = remark or other dose. Unless noted, calls come from the whole dose curve; as a rule, active = well fitted curve in the direction sought with a large enough effect; inconclusive = small, poorly fitted or top-dose-only effect, or another doubt; inactive = no such curve, though single readings can be large; an effect the other way counts as inactive or inconclusive.
# Results follow in this order: SW480 rerep	ATXN viability	KB-3-1 cytotox	HT1080NT lethal	ATXN2 expr inh	HepG2 tox	IL-1B inflam inh	MCF10A rereplic	HT1080 IDH1KD tx
> Cc1nc(SCC(=O)NCC2CCCO2)nc(C)c1C (stereo unspecified)
→ ?	i	2%	8%[9.24 µM]	1%	0%	12	-6%	14%
> CCOc1ccccc1/C=N/n1nnnc1N
→ ?	i	?	-2%	1%	1%	-7	-17%	13%
> O=S(=O)(c1cccs1)N1CCN(Cc2cccc(F)c2)CC1
→ -17%	i	14%	4%	5%	-2%	6	8%	10%
> Cc1ccc(CNC(=O)CCS(=O)(=O)c2cc3c(cc2C)NC(=O)CO3)cc1
→ 3%	?	3%&19%	22%	9%&9%	-2%&1%	2	3%	0%
> CCC(=O)Nc1ccc(NC(=O)CSc2nc3c(c(=O)n(C)c(=O)n3C)n2CC)cc1
→ 21%	?	0%	-3%	1%	0%	40	-2%	?
> CC(=O)c1cccc(NC(=O)c2c(N3CCCC3=O)c3cc(F)ccc3n2C)c1
→ /	?	7%	/	-31%	-39%	/	/	/
> COc1ccc(N2CCN(C(=O)COC(=O)CSc3ccccc3)CC2)cc1
→ 0%	i	0%	7%	-14%	-3%	4	-2%	7%
> CC(C)(C)NNC(=S)Nc1cccc(F)c1
→ 14%	?	-7%	2.9µM*	-2%	-56%	/	?	5.8µM*
> O=C(COC(=O)C1CC(=O)N(Cc2ccco2)C1)Nc1ccccc1[N+](=O)[O-] (stereo unspecified)
→ -8%	i	5%	7%	5%	2%	28	?	7%
> CCc1ccc(NC(=S)N2CCC(NC(=O)c3ccccc3)CC2)cc1
→ 0%	i	7%	5%	-14%	-18%	8	18µM*	2%
> Cc1ccc(-c2nc(-c3ccncc3)no2)c(C)c1
→ ?	i	-2%	3%	58%[activator]	-27%	-26	-1%	2%
> COc1cc(S(=O)(=O)N2CCN=C2c2ccccc2)ccc1F
→ ?	i	?	?	-33%	-16%	3	?	?
> N#Cc1c(NC(=O)CSCC(=O)O)sc2c1CCCC2
→ 2%	i	-6%	3%	-16%	-7%	12	1%	-3%
> Cc1c(NC(=O)CSc2nc3ccccc3n2C)c(=O)n(-c2ccccc2)n1C
→ 6%	i	5%	13%	-5%	3%	4	1%	10%
> Cc1cccc(NC(=O)CCn2nc(C)c3c(C)n(-c4ccccc4)nc3c2=O)c1C
→ /	i	5%	/	6%	-12%	/	/	/
> Cc1ccc(Cn2cc(CN3CC(N4CCN(CCN(C)C)CC4)CS3(=O)=O)nn2)cc1 (stereo unspecified)
→ /	i	2%	21%	20%	/	51	/	6%
> CCOC(=O)C1=C(C)N(CCCC(=O)O)C(=O)NC1c1ccccc1OS(=O)(=O)c1ccc(C)cc1 (stereo unspecified)
→ -14%	i	0%	-5%	-5%	-15%	1	-26%	-7%
> O=[N+]([O-])c1ccc(N2CCN(C(=S)NCc3ccc(Cl)cc3)CC2)cc1
→ ?	i	-3%	?	/	-1%	/	-4%	?
> O=C(Nc1ccccc1)Nc1nnc([C@@H]2C[C@H](O)[C@@H](CO)O2)s1
→ /	i	11%	17%	27%	-9%	-2	/	25%
> CC(C)C(=O)NNC(=O)c1c(O)c2ccccc2[nH]c1=O
→ -2%	i	-8%	-4%	/	-17%	0	?	2%
> COC(=O)C1CCN(C(=O)CSc2ccccc2)CC1
→ 1%	i	16%	4%	1%	-4%	25	4%	15%
> O=C(NCc1ccco1)c1cccnc1-c1nc2ccccc2s1
→ -2%	i	-4%	2%	-14%	-10%	-3	3%	14%
> O=C(NCCCN1CCCCCC1)c1ccc(N2CCCC2=O)cc1
→ -6%	i	9%	13%	5%	-3%	0	19%	13%
> COc1ccc(C(=O)N2CCC(C(=O)N3CCN(c4ccccc4)CC3)CC2)cc1
→ 1%	i	-5%	14%	10%	2%	4	8%	17%
> CC(C)Oc1ccc(C(=O)N(Cc2ccc(N(C)C)cc2)C2CCS(=O)(=O)C2)cc1 (stereo unspecified)
→ /	i	2%	/	1%	13%	/	/	/
> O=c1c(-c2nc3ccccc3s2)cccn1Cc1ccc(Cl)cc1
→ ?	i	-27%	-2%	43%[activator]	-2%	16	3.3µM*	?
> CCn1c(SCC(=O)c2ccccc2)nc2ccccc2c1=O
→ 3%	i	0%	2%	-19%[11.3 µM]	11%	31	-1%	-2%
> CC(C)CCCC(C)CCCC(C)CCCCC(C)CCCC(C)CCCC(C)C (stereo unspecified)
→ 0%	i	/	/	9%	/	/	-2%	/
> CC(C)c1ccc(NC(=O)NC2(C(=O)NCc3cccnc3)CCCCC2)cc1
→ -2%	i	0%	-12%	-6%	-16%	-10	1%	-7%
> Nc1ccc2c(c1)C(=O)c1cc(N)c(Cl)cc1-2
→ 5%	i	-12%	?	-8%	-6%	-28	4%	-20%
> O=C(CCNC(=O)c1ccc([N+](=O)[O-])cc1)NCCc1ccccc1
→ -29%	i	-1%	6%	12%	-15%	-57*	1%	3%
> CCC1(C)N=c2c(c(=O)n(C)c(=O)n2C)=NO1 (stereo unspecified)
→ 2%	?	15%	13%	-4%	2%	0	-4%	13%
> CCOC(=O)c1ccccc1NC(=O)Nc1cc2c(cc1N1CCCC1)n(C)c(=O)n2C
→ /	i	-3%	/	3%	-16%	/	/	/
> CCC(=O)Nc1nc2nc(-c3ccccc3)cc(-c3ccccc3)n2n1
→ 1%	i	8%	-3%	-2%	-16%	-11	1%	13%
> COc1ccccc1-c1cccc2nccn12
→ /	i	0%	4%	8%	6%	-1	/	3%
> CCCN(CCC)CCCn1c(=O)[nH]c2ccccc21
→ -13%	?	-8%	-13%	2%	9%	-4	-13%	0%
> CN(C)C(=O)c1ccc(NC(=O)c2sccc2-c2ccccc2)cc1
→ -9%	i	22%	12%	9%	8%	-9	2%	9%
> O=S(=O)(Nc1cccc(C(F)(F)F)c1)c1ccc(NS(=O)(=O)c2ccc3c(c2)OCCO3)cc1
→ /	i	-7%	/	-16%	-11%	/	/	/
> CC(C)c1ccc(NC(=O)c2ccc(Cn3nc(N4CCN(c5ccccc5)CC4)ccc3=O)o2)cc1
→ /	i	-1%	/	0%	-34%	/	/	/
> O=C(Nc1ccccc1)Nc1ccc(C(=O)N2CCOCC2)cc1
→ 2%	i	?	?	-10%	-55%	-10	3%	-26%
> O=C(NCCCN1CCOCC1)C1(c2ccccc2)CCCC1
→ -5%	i	2%	11%	0%	7%	17	4%	6%
> O=S(=O)(Nc1ccncc1Cl)c1ccc2ccccc2c1
→ -1%	i	-9%	-7%	-17%	7%	37	0%	-11%
> COc1ccc(C)cc1NC(=O)c1ccc(CN2CCN(c3ccccc3)CC2)cc1
→ 25%	i	?	1%	45%[activator]	-17%	8	?	7%
> COc1ccc(S(=O)(=O)N2CCOCC2)cc1NC(=O)CSc1nnc(NC2CC2)s1
→ 2%	i	0%	-4%	-27%	-30%	3	0%	-2%
> CC(C)CN(C(=O)COC(=O)CNC(=O)c1ccccc1F)C1CCS(=O)(=O)C1 (stereo unspecified)
→ -6%	i	-7%	18%	-5%[11.3 µM]	2%	-14	0%	-3%
> Cn1c(C(=O)OCC(=O)NCC2CCCO2)cc2sccc21 (stereo unspecified)
→ 2%	i	0%	-1%	6%	0%	0	2%	1%
> O=C(N=Nc1c(O)n(Cc2ccccc2)c2ccccc12)c1cc2ccccc2cc1O
→ ?	/	?	-6%	-34%	-8%	1	10µM*	-3%
> COc1ccc(NS(=O)(=O)c2ccc3oc4ccccc4c3c2)cn1
→ 8%	i	-11%	?	-6%	-23%	24	?	2%[9.24 µM]
> CCn1cc(C(=O)NCCC(C)C)c(=O)c2cc(F)c(N3CCN(C(=O)c4ccco4)CC3)cc21
→ -33%[inhibitor]	i	-1%	-1%	/	0%	-15	-3%	-3%
> CCc1cccc(NC(=O)CC2Oc3ccccc3NC2=O)c1 (stereo unspecified)
→ 10%	i	-9%	13%	/	-7%	3	1%	6%
> CCN(CC)C(=O)c1sc2c(c1C)c(=O)n(-c1ccc(C)c(C)c1)c(=O)n2Cc1cc(=O)n2ccccc2n1
→ /	i	-24%	/	15%	-1%	/	/	/
> CCc1ccc2cccc3c2c1N=CN3C
→ 11%	i	5%	-9%	-19%	-4%	6	19%	-3%
> Cc1cc(C)nc(Nc2ccc(F)cc2)n1
→ -1%	i	-2%	6%	-4%	-15%	-9	-2%	8%
> Cc1ccsc1/C=N/NC(=O)Cn1cnc2ccccc21
→ 1%	i	30%	4%	2%	-2%	6	-4%	2%
> COc1cccc2c1cc1c(=O)n(CC(=O)NCCCN3CCCCC3)nc(C)n12
→ 2%	i	2%	1%	/	-3%	13	4%	0%
> COc1ccc(S(=O)(=O)N2CCN(Cc3cccc([N+](=O)[O-])c3)CC2)cc1
→ 0%	i	-1%	14%	4%	0%	?	-1%	8%
> COc1ccc(N2CC(NC(=O)COc3ccccc3C)CC2=O)cc1OC (stereo unspecified)
→ /	i	0%	/	-21%	-15%	/	/	/
> COc1ccc(-c2cc(OC(=O)c3ccccc3C)c3c(C)oc(C)c3c(=O)c2)cc1
→ /	?	-2%	/	-22%	-38%	/	/	/
> COc1ccc(CSc2nnc3[nH]c(=O)cc(N)n23)cc1
→ -4%	i	-1%	-13%	-6%	-4%	8	-1%	3%
> CCc1ccc(C(C)NC(=O)C2(C)CC2(Br)Br)cc1 (stereo unspecified)
→ -6%	i	0%	0%	-7%	-23%	-61*	14%	-14%
> Cc1ccc(-c2nn(-c3ccccc3)cc2NC(=O)c2ccccc2)cc1
→ 0%	?	2%	-9%	11%	-1%	?	1%	-2%

# Assay outcomes as filed in PubChem BioAssay.
